NPR1 activator: GC-A (human) enzyme activation; P16066; HEK293 GC-A cells, cGMP TR-FRET, EC30 ANP; 0% at EC30 ANP, 100% saturating ANP; activation, % at 10 µM; hit rate 0.14% among 370,000; AID 1671463; in the data active = activation above about 40%
hgDAF12 agonist: activates the H. glycines DAF-12 receptor ligand-binding domain; HEK293 GAL4-hgDAF12 UAS-luciferase reporter, agonist luminescence; normalized to butyrate control; activation, % at 6.8 µM; hit rate 1.8% among 370,000; AID 687014;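 active = activation above a cutoff set at the mean of all screened compounds plus 3 SD, cut at about 10% in these data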;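 note: 0% = DMSO wells and 100% = sodium butyrate wells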
SMARCA2 act: activators of SMARCA2 function; activation, % at 9.1 µM; MG213 cells, MMTV-luciferase reporter, dexamethasone, overnight; hit rate 1% among 370,000; in the data active = activation above about 7.8%;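 note: 0% = vehicle wells and 100% = reference activator wells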
hcDAF12 agonist: H. contortus DAF-12 activation, primary screen | activation, % at 6.8 µM | hit rate 1.4% among 370,000 | HEK293 hcDAF-12 lit1-tk-luc reporter, luminescence; 0% DMSO, 100% Δ7-dafachronic acid;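 active = activation above the mean of all tested compounds plus 3 SD, cut at about 5.5% in these data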;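 note: 100% = response to 3 µM Δ7-dafachronic acid high control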
ADAM10 inh: inhibitors of human ADAM10; O14672; recombinant ADAM10, EDANS/DABCYL FRET peptide cleavage, 3 h; inhibition, % at 7 µM; hit rate 0.62% among 370,000;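 active = inhibition above a per-campaign cutoff equal to the mean of compounds falling between control-based bounds plus 3 SD, cut at about 20% in these data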;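 note: 0% = DMSO wells while the 100% control is not disclosed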
Target sequence (O14672 214-748 limits assumed): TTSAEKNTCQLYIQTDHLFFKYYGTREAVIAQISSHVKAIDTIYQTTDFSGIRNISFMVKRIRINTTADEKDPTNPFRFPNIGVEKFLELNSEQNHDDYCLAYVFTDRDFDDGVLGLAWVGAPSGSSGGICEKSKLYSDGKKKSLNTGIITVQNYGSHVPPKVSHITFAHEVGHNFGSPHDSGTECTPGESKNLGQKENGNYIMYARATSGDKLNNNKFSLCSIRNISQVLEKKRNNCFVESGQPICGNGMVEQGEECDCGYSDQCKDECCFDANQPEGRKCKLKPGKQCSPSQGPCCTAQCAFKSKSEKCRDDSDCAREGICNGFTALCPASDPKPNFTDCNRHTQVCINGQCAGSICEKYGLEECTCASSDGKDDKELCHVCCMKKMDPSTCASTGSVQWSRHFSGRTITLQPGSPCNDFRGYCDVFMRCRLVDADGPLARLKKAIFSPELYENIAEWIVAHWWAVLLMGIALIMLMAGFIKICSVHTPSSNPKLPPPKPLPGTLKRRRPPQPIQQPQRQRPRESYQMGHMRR
FXN GAA850 act: increases GAA850 frataxin promoter reporter activity. HEK293 lucGAA850 FXN promoter luciferase reporter, 24 h; percent of 10 µM SAHA response. activation, % at 6 µM. hit rate 0.56% among 360,000. AID 540364;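 active = activation above the average of all compounds screened plus 3 SD, cutoff fixed separately per campaign, cut at about 7.5% in these data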;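 note: 0% = DMSO wells and 100% = 10 µM SAHA wells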
DAX1 inh-1: inhibitors of DAX1 repression of SF-1 activated StAR promoter. HEK293T StAR-luciferase reporter, SF-1/DAX-1 repression relief. inhibition, % at 6.8 µM. hit rate 1.1% among 370,000. AID 652010;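 active = inhibition above the mean over all tested compounds plus 3 SD, cut at about 3.6% in these data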;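 note: 0% = DAX-1 cells with DMSO and 100% = cells lacking DAX-1 with DMSO; higher inhibition means more luminescence from relief of DAX-1 repression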
ssDAF12 agonist: S. stercoralis DAF-12 activation, primary screen. HEK293 ssDAF-12/GRIP1 lit1-tk-luc reporter, luminescence; % of 3 µM dafachronic acid response. activation, % at 6.8 µM. hit rate 1% among 370,000. AID 652126;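 active = activation above the mean over all tested compounds plus 3 SD, cut at about 0.9% in these data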;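 note: 0% = DMSO-only wells and 100% = 3 µM delta7-dafachronic acid wells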
DAX1 inh-2: inhibits human nuclear receptor DAX1; P51843; HEK293 Gal4-DAX1 luciferase reporter, luminescence; inhibition, % at 6.75 µM; hit rate 0.99% among 340,000; AID 504766;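 active = inhibition above the mean over all tested compounds plus 3 SD, cut at about 4.2% in these data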;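 note: 0% = DAX1-transfected cells with DMSO and 100% = empty-vector control cells with DMSO; inhibition shows as a rise in luminescence from relieved DAX1 repression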
Target sequence (P51843 207-470 limits assumed): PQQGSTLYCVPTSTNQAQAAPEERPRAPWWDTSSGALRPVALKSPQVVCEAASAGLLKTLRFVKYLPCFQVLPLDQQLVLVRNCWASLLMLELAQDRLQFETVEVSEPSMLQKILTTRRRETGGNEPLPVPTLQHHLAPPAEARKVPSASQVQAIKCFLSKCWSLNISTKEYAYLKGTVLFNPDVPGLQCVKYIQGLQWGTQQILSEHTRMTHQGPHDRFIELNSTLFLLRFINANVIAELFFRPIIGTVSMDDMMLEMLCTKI
sPLA2-III inh: Inhibits HGIII-sPLA2 liposome hydrolysis, primary screen; Q9NZ20; QFRET BODIPY PC-A2 liposome hydrolysis, fluorescence; inhibition, % at 12.2 µM; hit rate 0.56% among 370,000; AID 743126;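 active = inhibition above mean plus 3 SD of compounds lying within the high and low control bounds, cut at about 19% in these data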;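 note: 0% = median of test compound wells and 100% = no enzyme DMSO wells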
NPR2 activator: GC-B (human) receptor activation | hit rate 0.11% among 370,000 | HEK293-GC-B cells, CNP EC30, cGMP TR-FRET; 0% at EC30 CNP, 100% saturating CNP | activation, % at 10 µM;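 active = activation at 10 µM reaching about 35% in either raw or pattern-adjusted values, limit read from the data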
The depositor's hits bear a star; . = no result given.

Each structure is followed by: NPR1 activator	hgDAF12 agonist	SMARCA2 act	hcDAF12 agonist	ADAM10 inh	FXN GAA850 act	DAX1 inh-1	ssDAF12 agonist	DAX1 inh-2	sPLA2-III inh	NPR2 activator
> O=C(O)c1cccnc1Oc1ccccc1
    -1	1.1	-1	1.3	2	0.4	-0.3	-1.0	-0.4	1	4
> COc1ccc(OCC(=O)Nn2c(-c3cccc(OC)c3)nc3ccccc3c2=O)cc1
    -2	4.5	-2	-2.2	0	3.4	-0.1	-0.7	0.3	0	2
> Cc1cc(Br)cn2cc(C(=O)O)nc12
    11	-2.1	-4	-0.9	-4	1.1	0.4	-1.4	1.9	10	6
> O=C(COC(=O)c1ccc(Cl)c(S(=O)(=O)N2CCCCCC2)c1)Nc1ccccc1
    3	5.4	-1	2.5	20*	2.6	0.8	0.7	-0.3	-30	4
> COCCNC(=O)CN(c1ccc(F)cc1)S(=O)(=O)c1ccc2c(c1)OCCO2
    0	-1.2	-3	2.2	-2	0.7	0.1	-1.0	2.7	1	-1
> Cc1ccc(-n2c(CCc3ccccc3)nnc2SCC(=O)NCc2ccccc2)cc1C
    -16	-1.5	-3	-1.1	1	-2.5	-0.7	-1.1	-0.9	-28	-7
> CN(C)S(=O)(=O)c1ccc(C(=O)Nc2ccc(F)cc2F)cc1
    -3	0.6	-2	-1.0	-10	1.5	0.0	-1.5	0.8	5	-8
> C/C(=N\NC(=O)COc1ccc(C#N)cc1)c1ccccc1OC(F)F
    -1	3.2	0	-0.1	0	1.2	-0.3	-0.6	-1.8	1	-7
> Cc1ccc(S(=O)(=O)N2CCCC(N3CCOCC3)C2)cc1Cl (configuration not stated)
    -4	0.6	0	-0.1	-8	2.6	0.0	-0.8	0.6	19*	9
> O=C(Nc1nccs1)c1cc2c(s1)-c1ccccc1OC2
    0	10*	1	4.8	-425	2.6	3.0	-0.2	1.7	-7	-9
> COc1ccc(OC)c(NC(=O)c2ccc(CSc3ncccn3)cc2)c1
    4	0.7	3	-0.7	5	1.5	-1.2	-1.7	-1.4	-14	1
> COc1ccc(Cl)cc1N(CC(=O)NCc1ccccn1)S(=O)(=O)c1ccc(C)cc1
    -26	-1.7	0	0.8	-7	-0.6	0.0	-0.1	0.7	-6	-16
> CCCCN(C(=O)CCn1c(=O)oc2ccccc21)c1ccccc1
    -8	1.1	1	-0.6	-7	2.8	0.2	-0.2	0.1	-4	-8
> O=C(c1ccc(N2CCCC2=O)cc1)N1CCN(c2cccc(C(F)(F)F)c2)CC1
    0	-2.9	-5	-2.4	1	0.3	-0.5	-1.6	2.3	-1	2
> CCCCOc1ccc(C(=O)N2CCN(CC(=O)Nc3ccc(C)cc3)CC2)cc1OC
    0	-1.4	-1	-1.9	13	1.3	-0.3	-1.1	-0.7	-1	-2
> O=c1cc(N2CCc3ccccc32)[nH]c(=O)n1-c1ccccc1
    3	1.5	-1	1.7	-47	-5.2	-0.4	-0.4	0.7	-9	0
> O=C(NCCc1ccccc1)C1CCN(S(=O)(=O)c2ccc(Br)s2)CC1
    0	1.3	-1	-1.5	2	0.1	0.0	-1.3	-0.6	0	-1
> CC(C)(C)NC(=O)C1CCC(CNc2c(N3CCCCC3)c(=O)c2=O)CC1 (configuration not stated)
    6	-0.3	-4	0.2	-1	1.2	0.1	-1.6	1.3	6	3
> c1ccc(-c2csc3ncnc(NCC4COc5ccccc5O4)c23)cc1 (configuration not stated)
    20	-12	-7	-6.8	10	-6.2	-2.8	-2.6	-3.3	0	10
> O=C(CSc1nnnn1-c1ccc2c(c1)OCO2)NCc1cccs1
    2	3.2	-1	-1.1	1	0.3	-0.4	-1.6	-0.4	2	3
> Cc1cc(C)cc(NC(=O)c2ccc3nc[nH]c3c2)c1
    -5	5.7	3	-1.1	0	4.6	0.5	-1.8	-1.5	-10	-2
> COc1cccc(NC(=O)CSc2nc(=O)n(Cc3ccncc3)c3c2CCCC3)c1
    1	-3.0	-1	-0.2	-7	-1.0	0.2	-1.0	0.4	5	-2
> CC1(Oc2cccc(F)c2)CCN(Cc2ccc3ccccc3c2)C1 (configuration not stated)
    -2	-0.8	-1	-0.1	-1	1.2	-0.7	-1.4	.	-1	-1
> Cc1ccc(OCCNCc2ccccc2)c(C)c1
    -8	0.6	0	-2.5	-4	1.2	-0.1	-1.2	0.7	-9	-6
> CC(C)(C)OC(=O)N[C@H]1C=C[C@H](OC(=O)CC(=O)OCC(F)(F)F)C1
    0	0.2	1	-1.0	-5	1.4	-0.5	-1.2	1.2	-39	0
> COCc1[nH]nc2c1C(c1ccc(F)cc1)N(c1ccc(OC)cc1)C2=O (configuration not stated)
    -13	-1.4	-4	-0.8	1	.	-0.1	-1.0	.	0	-25
> COc1ccc(Oc2cnn(-c3ccccc3)c(=O)c2Br)cc1
    1	56*	4	-1.2	-8	0.0	-1.5	-0.8	-0.6	-9	1
> CCOC(=O)C1(Cc2cccc(Cl)c2)CCCN(C(=O)CN2C(=O)CSC2=O)C1 (configuration not stated)
    -4	5.2	6	-1.0	-11	5.3	2.2	-0.6	-0.6	-33	2
> O=C(Nc1cccc(F)c1)C1CCCN1C(=O)OCc1ccccc1 (configuration not stated)
    -3	-3.2	-1	0.7	-14	0.4	0.5	-0.6	-0.8	5	-2
> O=C(COC(=O)c1ccc(Cl)nc1)NCCNC(=O)COC(=O)c1ccc(Cl)nc1
    0	1.4	-2	0.3	-16	1.1	0.5	-0.7	-0.2	6	0
> COc1ccc(-c2c(C)n([O-])c(C)c(C)[n+]2=O)cc1
    5	1.1	0	0.1	1	0.5	0.1	-1.4	0.1	8	6
> COc1cccc(N2CCN(C(=O)CCc3nnc4ccc(N5CCCC5)nn34)CC2)c1
    -1	0.5	-2	-1.8	4	-0.3	-0.2	-1.5	0.5	-1	1
> COc1ccc(NC(=O)COC(=O)c2cnccn2)cc1Cl
    2	-1.4	-1	-0.9	6	-0.8	-0.2	-1.1	0.5	4	-1
> CC(C)(O)C#Cc1ccc(C(=O)Nc2ccc3c(c2)OCO3)s1
    0	5.4	3	0.3	7	3.3	0.6	0.2	0.9	-1	4
> CCOC(=O)N1CCC(n2c(SCC(=O)NCCc3ccc(S(N)(=O)=O)cc3)nc3ccccc3c2=O)CC1
    0	0.5	1	-0.2	-4	-0.3	-3.2	-2.4	4.1	-4	-1
> CC(=O)Nc1ccc(NC(=O)CSc2ccc(C(F)(F)F)cc2[N+](=O)[O-])cc1
    -4	-0.9	2	-0.7	5	1.3	0.1	-0.6	-1.5	4	4
> CCOC(=O)c1c(-c2ccc(C)o2)csc1NC(=S)NC(=O)c1ccccc1Br
    18	-0.3	2	-0.7	15	2.8	-0.5	-1.7	-1.5	-3	37*
> CCOC(=O)C1=C(N)N(c2ccccc2Oc2ccccc2)C(=O)C1
    -1	0.1	-1	0.7	-1	-1.5	0.5	-1.1	1.1	-39	5
> O=C(Nc1ccc(F)cc1F)c1csc(-c2ccncc2)n1
    0	1.7	0	0.8	-2	3.3	-0.2	-1.0	0.2	4	-1
> COCCNC(=O)C(=O)NCCN1CCNCC1
    1	-2.7	-2	-1.6	-6	1.2	-0.3	-1.4	0.1	6	1
> N#Cc1ccccc1S(=O)(=O)N1CCN(CC(O)CN2CCOCC2)CC1 (configuration not stated)
    2	0.9	-2	-0.3	-16	0.0	1.6	-0.6	0.8	13	-1
> COc1ccc(OC)c(C(=O)c2coc3ccc(OC(C)=O)cc23)c1
    -1	-1.9	1	-1.4	0	1.4	-0.5	-0.8	0.2	-3	-1
> CC(=O)Nc1ccc(S(=O)(=O)N2CCN(Cc3ccccc3[N+](=O)[O-])CC2)cc1
    2	-1.6	-3	0.5	4	-0.6	-1.7	-1.9	-1.8	-9	3
> C=CCSc1nc(N)c2c(C)c(C)sc2n1
    4	2.2	3	2.9	-1	8.2*	0.5	-0.9	1.2	-3	-1
> Cc1cccc(Nc2nc3c(c(=O)n(C)c(=O)n3C)n2Cc2ccccc2)c1
    53*	1.6	3	0.4	6	3.0	0.1	-0.8	0.5	9	47*
> COc1cc(/C=N/NC(=O)c2cc(-c3ccccc3)sc2N)cc(OC)c1OC
    19	-3.9	-2	-3.7	-3	.	-1.2	-2.2	.	-7	18
> CCc1ccc(NS(=O)(=O)c2ccc3c(c2)CCN3C(=O)CCC(=O)O)cc1
    -6	-0.6	3	1.3	6	0.6	0.9	-1.1	0.8	-5	2
> COc1cc([N+](=O)[O-])ccc1NC(=O)CC(C)C
    1	0.2	-3	-1.4	-9	-0.3	-0.4	-1.3	-1.6	15	-1
> CCc1cc(C(=O)N2CCc3c([nH]c4ccccc34)C2c2ccc(OC)cc2F)no1 (configuration not stated)
    24	-8.3	-1	-0.8	13	-5.6	-2.0	0.2	-1.8	-25	31
> CCOc1[nH]n(-c2ccccc2)c(=O)c1C=Nc1ccc(Cl)cc1
    0	-3.2	-1	-1.2	-1	-2.5	0.0	-1.4	-0.9	5	-3
> CCCOn1nnnc1-c1ccccc1
    -2	1.5	2	-1.0	3	1.6	0.0	-1.4	1.4	4	-5
> COCCNC(=O)CCCn1c(=O)c2cc(OC)c(OC)cc2n(CC(=O)Nc2ccccc2OC)c1=O
    3	3.3	-2	0.2	-14	2.4	0.5	-1.0	0.3	10	0
> O=C(COC(=O)CCCOc1ccc(Cl)cc1Cl)NCc1ccc(F)cc1
    12	-6.0	-8	-2.5	2	-1.7	-0.6	-1.7	2.1	8	-3
> CC(CNC(=O)CCn1c(=O)c2cccn2c2ccc(F)cc21)c1ccccc1 (configuration not stated)
    -16	-2.9	-3	-4.0	0	2.1	0.0	-1.6	-0.3	5	-13
> COc1ccc(CC(=O)N[C@@H]2c3ccccc3CC[C@@H]2OCc2ccccc2)cc1
    -11	0.2	-3	0.9	-8	1.9	-0.4	-0.1	-0.8	9	-7
> CC(C)OCc1ccc(C(=O)N2CCN(S(=O)(=O)c3ccc(Br)s3)CC2)cc1
    0	-1.9	-2	-1.5	-6	-2.2	-0.8	-1.1	-0.8	-9	-4
> COc1ccc(C)cc1NC(=O)C1CCCN(S(=O)(=O)c2cccnc2)C1 (configuration not stated)
    2	1.6	0	-1.2	-2	1.1	1.7	-1.2	-0.6	2	2
> Cc1ccc(NC(=O)c2sc3ccccc3c2Cl)nc1
    -2	20*	2	10*	8	8.4*	5.1*	0.8	3.4	10	-8
> O=S(=O)(NC1CCCCCCC1)c1ccc(F)cc1
    2	-1.3	-6	1.3	-8	0.6	0.3	-1.4	.	3	2
